Akt phos inh: HTS Assay for Inhibitors of Akt Phophorylation: Primary Screen | Neuro2A IGF-stimulated pAkt S473 HTRF, 20 min; hits give low values | activity change, % for hits at 50 µM | actives 0.32% (n = 360,000); in the data active = activity change below about -80%; inconclusive = mostly about -51% to -80%; note: % is set by controls: 0 for no effect and ±100 for the full control effect
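Neuro2A cells in DMEM with 0.5% FBS, overnight at 37 deg C, given compound at single 50 µM final, then IGF (6 nM final) for 20 min at 37 deg C. Lysed; phospho-Akt Ser473 by HTRF after 24 h, 665/615 ratio.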
MmCpn inh: Inhibitors of TCP-1 ring complex (TRiC) of Methanococcus maripaludis (MmCpn): qHTS; Chaperonin Mm-Cpn (Methanococcus maripaludis); purified Mm-Cpn ATPase, ADP Transcreener TR-FRET; Potency, µM (titrated, usually from 76.9 µM), for the others: at the highest dose activity, negative = inhibition, actives largely listed as inhibitors; actives 0.031% (n = 330,000); AID 504842, 2011; note: potency is the fitted concentration of half-maximal effect; % is set by controls: 0 for no effect and ±100 for the full control effect; nearly all actives have a fitted effect of over 80% in size
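Purified archaeal chaperonin (25 nM final) was preincubated with compound for 10 min at 37°C, then ATP (10 uM final) was added for 30 min at 37°C in Tris pH 7.4/KCl/MgCl2/DTT buffer. ADP was quantified by HTRF Transcreener TR-FRET.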
DRD3 antagonist: qHTS of D3 Dopamine Receptor Antagonist: qHTS; D(3) dopamine receptor (Homo sapiens), P35462; D3R cells, DiscoveRx beta-arrestin luminescence, antagonist mode; hits give low values; max response, negative = inhibition, %; actives 2.5% (n = 360,000); AID 652054, 2013; in the data active = max response below about -50%; inconclusive = no clear call, values can overlap the other calls; note: % is set by controls: 0 for no effect and ±100 for the full control effect; mostly tested at two doses, the higher about 12 µM
Target sequence (P35462 whole entry, looked up): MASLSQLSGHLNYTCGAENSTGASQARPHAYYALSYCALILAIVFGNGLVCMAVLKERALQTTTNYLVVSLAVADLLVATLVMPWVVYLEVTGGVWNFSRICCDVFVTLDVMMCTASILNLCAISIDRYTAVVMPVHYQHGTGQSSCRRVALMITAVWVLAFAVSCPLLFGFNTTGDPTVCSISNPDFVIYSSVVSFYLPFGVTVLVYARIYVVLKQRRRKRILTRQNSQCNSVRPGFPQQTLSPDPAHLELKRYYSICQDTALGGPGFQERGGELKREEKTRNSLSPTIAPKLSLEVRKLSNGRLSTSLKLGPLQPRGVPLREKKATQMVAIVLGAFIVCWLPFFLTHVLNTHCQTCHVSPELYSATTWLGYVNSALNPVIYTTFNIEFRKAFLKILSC
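Cells plated overnight at 1500 cells/well, then exposed to library compounds with dopamine controls for 90 minutes at 37 degrees C. DiscoveRx reagent added for 30–60 minutes at room temperature; luminescence read, quantitative HTS format.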
D3 ag: qHTS of D3 Dopamine Receptor Agonist: qHTS; D(3) dopamine receptor (Homo sapiens), P35462; D3R DiscoveRx beta-arrestin cells, luminescence, 90 min; max activation, %; actives 0.58% (n = 410,000); in the data active = max activation above about 30%; note: 0% is about no effect; mostly tested at two doses, the higher about 12 µM
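Agonist mode: compounds and dopamine controls were applied to plated cells for 90 min at 37 degrees C after an overnight attachment at 1500 cells/well. Luminescent read-out followed 30 - 60 minutes at room temperature with DiscoveRx detection reagent.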
EPAC2 agonist: qHTS for Agonist of cAMP-regulated guanine nucleotide exchange factor 4 (EPAC2): primary screen; Rap guanine nucleotide exchange factor 4 (Homo sapiens), Q8WZA2; EPAC2 activation, biochemical qHTS; response scale: 100% = 6.5 mM cAMP response; Potency, µM (top dose mostly 154 µM), without a hit: at the top dose activation, usual class: activators; actives 0.079% (n = 360,000); AID 720711, 2013; note: potency is the fitted concentration of half-maximal effect; nearly all actives have a fitted effect of over 50% in size
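qHTS, titration series. 100 nM EPAC2 / 250 nM Rap1B-BODIPY-GDP / 50 uM GDP; RT; ex 480/em 540 nm, 5-min reads to 30 min. Norm. to 6.5 mM cAMP = activation.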
EPAC2 antagonist: qHTS for Antagonist of cAMP-regulated guanine nucleotide exchange factor 2 (EPAC2): primary screen; Rap guanine nucleotide exchange factor 4 (Homo sapiens), Q8WZA2; EPAC2 GEF exchange of Rap1B-BODIPY-GDP, fluorescence; Potency, µM (top dose mostly 114 µM), inactives show top-dose activity, negative = inhibition, most hits filed as inhibitors; actives 0.18% (n = 360,000); AID 720708, 2013; note: potency is the fitted concentration of half-maximal effect; % is set by controls: 0 for no effect and ±100 for the full control effect; nearly all actives have a fitted effect of over 45% in size; many of its hits are not listed in these tables
PTHR1 ag: qHTS for PTHR1 Agonists: Primary Screen; AID 743266, 2014; Parathyroid hormone/parathyroid hormone-related peptide receptor (Homo sapiens), Q03431; Potency, µM (series often up to 115 µM), for the others: at the highest dose activation, usual class: activators; HEK293 GP2 PTHR1 cells, GloSensor cAMP luminescence, 1 h; actives 0.075% (n = 410,000); note: potency is the fitted concentration of half-maximal effect; nearly all actives have a fitted effect of over 55% in size; some results filed as inactive show a strong effect at the top dose; inactives centre near -15; many of its hits are not listed in these tables
Target sequence (Q03431 whole entry, looked up): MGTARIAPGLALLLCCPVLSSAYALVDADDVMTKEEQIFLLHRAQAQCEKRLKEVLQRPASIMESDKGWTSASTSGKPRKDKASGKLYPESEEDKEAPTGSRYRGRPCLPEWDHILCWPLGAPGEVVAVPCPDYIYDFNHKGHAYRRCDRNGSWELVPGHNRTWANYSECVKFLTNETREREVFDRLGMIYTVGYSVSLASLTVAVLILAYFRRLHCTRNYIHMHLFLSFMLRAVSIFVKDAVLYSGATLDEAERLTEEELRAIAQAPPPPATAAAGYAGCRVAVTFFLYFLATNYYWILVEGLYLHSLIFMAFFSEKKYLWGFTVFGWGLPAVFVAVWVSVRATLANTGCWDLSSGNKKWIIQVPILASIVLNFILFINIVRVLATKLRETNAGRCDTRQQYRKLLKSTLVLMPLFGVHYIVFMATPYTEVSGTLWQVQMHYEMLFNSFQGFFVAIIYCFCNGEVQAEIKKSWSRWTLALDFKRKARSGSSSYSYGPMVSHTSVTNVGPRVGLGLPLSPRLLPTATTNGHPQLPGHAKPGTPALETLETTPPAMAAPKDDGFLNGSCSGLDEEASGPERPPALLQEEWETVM
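HEK-293-derived GP2 cells expressing PTHR1 and a GloSensor cAMP reporter, 3,000/well, plated overnight, given luciferin plus IBMX (each 0.5 mM as added) for 1 h at 37 °C, then compound for 1 h at 37 °C. Luminescence was read after 15 min at room temperature.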
CCT chaperon mod: High-Throughput Screening for Modulators of Cytosolic Chaperonin Activity | activity change, % (concentration not given with the values), hits read low | purified chaperonin ATPase assay, HTRF ADP detection, 30 min | actives 0.3% (n = 360,000); in the data active = activity change below about -30%; note: % is set by controls: 0 for no effect and ±100 for the full control effect
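First, chaperonin was dispensed at 40 nM or 20 nM final depending on batch activity. Next, compounds were pinned at 76 uM and ATP added at 10 uM. After 30 min at 37 °C, ADP detection reagents ran 30 min at ambient temperature.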
The depositor's hits bear a star; i = inactive; ? = inconclusive; [ ] = another dose, or the depositor's remark. Unless noted, calls come from the whole dose curve; as a rule, active = well fitted curve in the direction sought with a large enough effect; inconclusive = small, poorly fitted or top-dose-only effect, or another doubt; inactive = no such curve, though single readings can be large; an effect the other way counts as inactive or inconclusive. A portion of the library; count on the stated rates, not on these rows.

Letters – A = Akt phos inh; B = MmCpn inh; C = DRD3 antagonist; D = D3 ag; E = EPAC2 agonist; F = EPAC2 antagonist; G = PTHR1 ag; H = CCT chaperon mod
COc1c(Cl)cnn(-c2ccccc2)c1=O
  A: i | B: -1% | C: -5 | D: -1 | E: 11% | F: -2% | G: -25% | H: 0.3
CN(Cc1nc(-c2cnccn2)no1)CC1(c2ccccc2)CC1(C)C (configuration not stated)
  A: i | B: 4% | C: 0 | D: 0 | E: -2% | F: 4% | G: -6% | H: -5.7
Cc1nnc(SCCN2CCOCC2)n1C
  A: i | B: 0% | C: 2 | D: 2 | E: 4% | F: 1% | G: i | H: 0.0
Cc1ccc2c(CN(C)Cc3cccc(F)c3)cc(=O)oc2c1
  A: i | B: -4% | C: 6 | D: 18 | E: 10% | F: ? | G: -28% | H: 0.1
COc1ccccc1OCCC(=O)OCC(=O)Nc1ncc(Cl)cc1Cl
  A: i | B: -2% | C: 5 | D: 2 | E: 9% | F: 5% | G: i | H: -5.8
O=C(CN1CCCC1)N1CCN(c2ccccc2)CC1
  A: i | B: 0% | C: 20 | D: 4 | E: -1% | F: 9% | G: -7% | H: 0.6
CCOC(=O)N1CCN(C(=S)NC(=O)c2cccc(OC)c2)CC1
  A: i | B: -1% | C: 0 | D: -11 | E: 0% | F: -12% | G: i | H: -0.3
COc1cccc(CNc2nc3nc(C)cc(C)n3n2)c1
  A: i | B: -1% | C: -13 | D: -8 | E: -2% | F: 6% | G: i | H: -0.7
CCOC(=O)C1C(c2cc(OC)c(O)c(OC)c2)NC(=S)NC1(O)C(F)(F)F (configuration not stated)
  A: i | B: 4% | C: -10 | D: -2 | E: 12% | F: 12% | G: i | H: 1.2
Cc1c(Br)c([N+](=O)[O-])nn1CC(=O)NCC1CCCO1 (configuration not stated)
  A: i | B: -4% | C: 13 | D: 2 | E: 0% | F: -10% | G: i | H: 1.2
COc1ccc(Br)cc1C(=O)Nc1ccccc1-c1ccccc1
  A: i | B: ? | C: -14 | D: -7 | E: 3% | F: 13% | G: i | H: 1.7
Cc1ccc2c(c1)C(c1ccncc1)=NNC(c1ccc(F)cc1)=N2
  A: i | B: 0% | C: -10 | D: -4 | E: -17% | F: ? | G: -45%[inhibitor] | H: -3.2
O=C1CCCCC1C(=O)c1cn(-c2ccc(Cl)c(Cl)c2)nn1 (configuration not stated)
  A: i | B: 0% | C: 12 | D: 3 | E: -2% | F: -1% | G: -1% | H: 1.0
CC(C)(C)c1nn(-c2ccccc2)c2nc(Cl)c(C=O)cc12
  A: i | B: 0% | C: 29 | D: 6 | E: 8% | F: 8% | G: i | H: 0.9
CC1=C(C(=O)Nc2ccc(Cl)cc2)C(c2ccco2)NC(=O)N1 (configuration not stated)
  A: i | B: 2% | C: 22 | D: -3 | E: -15% | F: 15%[57.1 µM] | G: i | H: -5.9
O=C(Nc1ccc(S(=O)(=O)Nc2ncccn2)cc1)c1nn(Cc2ccccc2)c(=O)c2ccccc12
  A: i | B: 0% | C: 1 | D: 3 | E: -2% | F: 5% | G: -20% | H: 0.8
Cc1cccc(CCNC(=O)c2oc3c(C)c(C)ccc3c2C)n1
  A: i | B: -3% | C: 16 | D: -5 | E: 8% | F: -17% | G: -6% | H: -1.8
CC(C)=CC(=O)Nc1ccc(S(=O)(=O)Nc2ccccn2)cc1
  A: i | B: -2% | C: 20 | D: 1 | E: 3% | F: 9% | G: -15% | H: -3.8
CC1CCN(CC(=O)N(C)c2c(N)n(Cc3ccccc3)c(=O)[nH]c2=O)CC1
  A: i | B: -3% | C: 6 | D: -2 | E: -7% | F: 14% | G: -20% | H: 0.8
CCSc1sccc1C1C(C#N)=C(N)N(c2cccnc2)C2=C1C(=O)CCC2 (configuration not stated)
  A: i | B: -4% | C: -21 | D: 0 | E: 1% | F: -1% | G: 7%[57.5 µM] | H: 0.9
COc1ccc(Cl)cc1NS(=O)(=O)c1cccc(C(=O)NCC(C)(C)N2CCOCC2)c1
  A: i | B: 0% | C: ? | D: -9 | E: 6% | F: 16% | G: ? | H: 1.5
COc1ccc2oc(C(=O)OC(C)C(=O)N(C)c3ccccc3)c(C)c2c1 (configuration not stated)
  A: i | B: -2% | C: -14 | D: -9 | E: 17% | F: -15% | G: -33%[inhibitor] | H: -6.1
Nc1c(-c2ccc(Cl)cc2)cnn1-c1cccc(C(F)(F)F)c1
  A: -113%* | B: -1% | C: -18 | D: -10 | E: -19% | F: 1% | G: i | H: 0.7
CCN1C(=O)CC(NNC(=O)c2ccccc2)C1=O (configuration not stated)
  A: i | B: 1% | C: 9 | D: 3 | E: 4% | F: 0% | G: i | H: -3.5
CCOC(=O)C1CCN(C(=O)CN(c2ccc(OC)cc2)S(=O)(=O)c2c(C)nn(C)c2C)CC1
  A: i | B: 3% | C: -13 | D: -3 | E: 7% | F: -4% | G: i | H: -1.1
O=C(NC1CC(=O)N(c2ccc(F)cc2)C1)C(=O)c1c[nH]c2ccccc12 (configuration not stated)
  A: i | B: -4% | C: 19 | D: 1 | E: -2% | F: 6% | G: -7% | H: -1.7
O=C(CCc1ccccn1)NC1CCCc2c1cnn2-c1ccc(F)cc1F (configuration not stated)
  A: i | B: 3% | C: 3 | D: -4 | E: 5% | F: 13% | G: -15% | H: 0.2
COCCN(CCOC)c1nc(-c2ccc(Cl)cc2)nc2ccccc12
  A: i | B: -1% | C: 28 | D: -6 | E: 25% | F: ? | G: -20% | H: 0.1
Cc1c(NC(=O)CSc2n[nH]c(=O)n2-c2ccccc2)c(=O)n(-c2ccccc2)n1C
  A: i | B: 0% | C: 12 | D: 2 | E: 6% | F: 24% | G: i | H: -1.0
COc1ccc(-c2nnc(Nc3nc4c(OC)cccc4s3)o2)cc1
  A: i | B: 0% | C: -9 | D: -3 | E: 7% | F: ? | G: -16% | H: 2.0
Clc1cccc(OCCN2CCNCC2)c1
  A: i | B: -1% | C: -21 | D: 26 | E: 2% | F: -26%[57.1 µM] | G: i | H: -0.7
C/C(CC(=O)NC12CC3CC(CC(C3)C1)C2)=N\NC(=O)Cc1cccs1
  A: i | B: 2% | C: -7 | D: -6 | E: 2% | F: 2% | G: i | H: -4.5
COC(=O)c1ccc(NC(=O)C2CCN(C(=O)c3cc(OC)c(OC)c(OC)c3)CC2)cc1
  A: i | B: -1% | C: 10 | D: -4 | E: -2% | F: 6% | G: -19% | H: 0.0
O=C(NC1CCCC1)C(c1c[nH]c2ccccc12)N(C(=O)Cn1nnc(-c2ccc(Cl)cc2)n1)c1ccccc1 (configuration not stated)
  A: i | B: -1% | C: ? | D: -4 | E: 13% | F: -3% | G: i | H: -2.1
Cc1ccc(N2C(=O)CC(N3CCc4ccccc43)C2=O)cc1Cl (configuration not stated)
  A: i | B: 4% | C: -10 | D: -14 | E: -1% | F: 3% | G: i | H: 0.1
C=CCSC1=NNC(c2ccc(C(C)(C)C)cc2)=NN1
  A: i | B: 1% | C: -19 | D: -21 | E: 8% | F: -1% | G: -10% | H: 1.1
O=C(c1ccccc1)N(Cc1ccc(F)cc1)C1CCS(=O)(=O)C1 (configuration not stated)
  A: i | B: 1% | C: 21 | D: 6 | E: 5% | F: -1% | G: i | H: -3.2
O=c1c(Cc2ccc(Cl)cc2Cl)c(O)ccn1CCCN1CCOCC1
  A: i | B: 2% | C: 6 | D: -2 | E: 0% | F: 24% | G: -14% | H: 3.7
COc1ccccc1CNC(=O)CCSCc1cccc(Cl)c1
  A: i | B: 1% | C: 0 | D: -5 | E: 4% | F: -1% | G: -17% | H: -1.7
O=C(C1CCC1)N1CCC(O)(c2cccc(F)c2)CC1
  A: i | B: 0% | C: -20 | D: -3 | E: 18% | F: -2% | G: -21% | H: -3.7
O=S(=O)(Nc1cccc2ccccc12)c1cccc2nonc12
  A: i | B: -13% | C: ? | D: 3 | E: 1% | F: -4% | G: i | H: -1.7
CCOc1ccc(-c2nc(C)c(C(C)=O)n2O)cc1
  A: i | B: 0% | C: 17 | D: 6 | E: 12% | F: -3% | G: i | H: 0.2
CCOCCCNC(=O)C(NC(=O)c1ccccn1)c1ccc(C)cc1 (configuration not stated)
  A: i | B: 1% | C: 7 | D: 4 | E: -2% | F: -4% | G: i | H: -1.3
Cc1ccc(S(=O)(=O)N(C)CC(=O)NNC(=O)Cc2ccccc2F)cc1
  A: i | B: 1% | C: 15 | D: -20 | E: -1% | F: 19% | G: -14% | H: 0.1
CC(C)C(=O)Nc1ccc2c(c1)nc(CCN1CCN(c3ccccc3)CC1)n2C
  A: i | B: 1% | C: ? | D: 20 | E: 2% | F: 2% | G: i | H: 1.1
COc1ccc2c(c1)[nH]c1c(N3CCSCC3)ncnc12
  A: i | B: 1% | C: 70 | D: 30* | E: 2% | F: 4% | G: -32%[inhibitor] | H: -3.4
CCN(CC)CC#CCC(OC)(c1ccccc1)c1ccccc1
  A: i | B: 0% | C: 1 | D: 9 | E: 9% | F: 2% | G: i | H: -0.2

Reprinted at random: four compounds from above.
Letters – A = Akt phos inh; B = MmCpn inh; C = DRD3 antagonist; D = D3 ag; E = EPAC2 agonist; F = EPAC2 antagonist; G = PTHR1 ag; H = CCT chaperon mod
C=CCSC1=NNC(c2ccc(C(C)(C)C)cc2)=NN1
  A: i | B: 1% | C: -19 | D: -21 | E: 8% | F: -1% | G: -10% | H: 1.1
O=S(=O)(Nc1cccc2ccccc12)c1cccc2nonc12
  A: i | B: -13% | C: ? | D: 3 | E: 1% | F: -4% | G: i | H: -1.7
O=C(NC1CCCC1)C(c1c[nH]c2ccccc12)N(C(=O)Cn1nnc(-c2ccc(Cl)cc2)n1)c1ccccc1 (configuration not stated)
  A: i | B: -1% | C: ? | D: -4 | E: 13% | F: -3% | G: i | H: -2.1
O=C(NC1CC(=O)N(c2ccc(F)cc2)C1)C(=O)c1c[nH]c2ccccc12 (configuration not stated)
  A: i | B: -4% | C: 19 | D: 1 | E: -2% | F: 6% | G: -7% | H: -1.7

Screening results (PubChem)
